p53 reactivation – re-activators of mutant p53; H1299 p53-A138V BP100-luciferase reporter, luminescence, 24 h; Potency, µM (series often up to 92.2 µM), for the others: at the highest dose activity change, positive = activation, most hits filed as activators; 320,000 compounds, 0.063% hits; also: % of control where 0% means no effect; nearly all actives have a fitted effect of over 45% in size
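p53-null H1299 cells stably carrying temperature-sensitive p53-A138V and a BP100-luciferase reporter were pinned with compounds (4-point, 1:5 series) and held 24 hrs at 37 deg C. Luminescence was read 10 min after detection reagent.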
RORg inh – blocks mouse ROR gamma transcriptional activity; Drosophila S2 Gal4-RORgamma UAS-luciferase reporter, 20 h; Potency, µM (doses to about 53.6 µM), for inactives: at the top dose activity change, negative = inhibition, actives largely listed as inhibitors; P51450; 310,000 compounds, 5.4% hits; also: % is scaled to controls: 0 for no effect and ±100 for the full control effect; nearly all actives have a fitted effect of over 60% in size
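A Gal4/UAS one-hybrid system in insect cells: metallothionein-promoter Gal4–ROR gamma fusion plus Photinus luciferase reporter. Copper sulfate 700 uM final, 20 hr ambient incubation, luminescent detection after 10 min with reagent.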
BRCA1 expr act – increases BRCA1 expression. MCF7-BRCA1-FFLuc reporter, luminescence, 48 h; response scale: scaled: vehicle 0%, 10 µM genistein 100%. 380,000 compounds, 1.1% hits. Potency, µM (doses to about 46.1 µM), for the others: at the highest dose activation, hits mostly activators; also: nearly all actives have a fitted effect of over 80% in size; some results filed as inactive show a strong effect at the top dose
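MCF7-BRCA1-FFLuc, 2000 cells/well; 2 h attach, 37 °C/5% CO2; compound 48 h; luciferase substrate 15 min; luminescence end-point. Norm. to genistein 10 microM max activation and DMSO; concentration-response curves fitted.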
CXXC DNA block – inhibitors of human MLL CXXC domain-DNA interaction. Q03164. MLL-CXXC / FITC-HOXA9 DNA fluorescence polarization. Potency, µM (doses to about 115 µM), inactives show at the highest dose activity change, negative = inhibition, hits mostly inhibitors. 290,000 compounds, 0.037% hits; active = well fitted inhibition curve with a large enough effect in the polarisation, with a control signal flat, not every such curve was filed as active; inconclusive = small, poorly fitted or top-dose-only effect, or effect the other way, or a change in a side signal; inactive = no such curve, though single readings can be large or run the other way; the % refers to the polarisation
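Steps: dispense CXXC domain solution (7 uM) → pin compounds or unlabeled HOX-A9 DNA control → 5 min ambient → add FLSN-HOX-A9 solution (50 nM) → spin → 30 min ambient → fluorescence polarization. Tris pH 7.5/NaCl/DTT/BSA buffer.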
Rab9 prom act – Rab9 promoter activation. Huh7 Rab9 promoter-luciferase reporter, luminescence, 24 h. Potency, µM (series often up to 9.22 µM), inactives show top-dose activation, negative = inhibition, usual class: activators. 320,000 compounds, 2.8% hits. AID 485297; also: % of control where 0% means no effect; nearly all actives have a fitted effect of over 60% in size
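Huh7 cells stably carrying Rab9 promoter–luciferase reporter, plated 1500 cells/well, compound added after 2 h and incubated 24 h at 37 °C; luciferase luminescence then read after 10 min with detection reagent.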
VP16 counter – counter-screen for ROR gamma inhibitors: Gal4-VP16 reporter; Drosophila S2 Gal4-VP16 UAS-luciferase, luminescence, 20 h; Potency, µM (highest dose often 53.6 µM), for the others: at the highest dose activity, negative = inhibition, usual class: inhibitors; 310,000 compounds, 3.5% hits;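 also: Gal4-VP16 expression switched on by copper sulfate through the metallothionein promoter; % is scaled to controls: 0 for no effect and ±100 for the full control effect; nearly all actives have a fitted effect of over 50% in size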
uPA surface inh – cell surface uPA generation inhibition. cell surface uPA generation assay, qHTS. Potency, µM (titrated, usually from 38.3 µM), inactives show at the top dose activity change, negative = inhibition, hits mostly inhibitors. 330,000 compounds, 0.31% hits; active = well fitted inhibition curve with a large enough effect; inconclusive = small, poorly fitted or top-dose-only effect; inactive = no such curve, though single readings can be large or run the other way; tested in mouse RAW 264.7 cells; also: % is scaled to controls: 0 for no effect and ±100 for the full control effect; nearly all actives have a fitted effect of over 55% in size
FLuc counter – inhibits or activates purified firefly luciferase, miR-21 counter-screen | P08659 | purified FLuc, Km substrates, luminescence inhibition | Potency, µM (doses to about 57.5 µM), for the others: at the top dose activity change, negative = inhibition, hits mostly inhibitors | 360,000 compounds, 6.9% hits;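 also: plate controls were vehicle for no effect and reference inhibitor for full effect; nearly all actives have a fitted effect of over 55% in size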
Target sequence (P08659 whole entry, looked up): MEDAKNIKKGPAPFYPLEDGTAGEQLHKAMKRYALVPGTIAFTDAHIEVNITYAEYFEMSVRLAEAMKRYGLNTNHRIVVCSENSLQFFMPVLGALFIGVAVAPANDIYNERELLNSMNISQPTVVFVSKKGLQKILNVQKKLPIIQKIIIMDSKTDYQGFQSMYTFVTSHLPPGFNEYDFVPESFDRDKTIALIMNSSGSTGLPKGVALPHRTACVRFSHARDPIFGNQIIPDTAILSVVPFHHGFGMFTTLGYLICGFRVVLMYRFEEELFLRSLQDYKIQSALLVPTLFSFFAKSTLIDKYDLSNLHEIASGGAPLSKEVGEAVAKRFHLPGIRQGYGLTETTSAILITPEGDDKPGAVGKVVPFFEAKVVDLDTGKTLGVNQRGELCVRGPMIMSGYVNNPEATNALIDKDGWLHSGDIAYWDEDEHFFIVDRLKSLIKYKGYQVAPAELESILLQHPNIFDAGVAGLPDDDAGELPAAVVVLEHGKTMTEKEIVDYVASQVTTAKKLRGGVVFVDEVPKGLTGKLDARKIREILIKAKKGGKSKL
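Biochemical qHTS of compounds, final roughly 60 µM downward over six points, against 10 nM purified firefly luciferase using Km concentrations of substrates (10 uM D-luciferin, 10 uM ATP) in Tris acetate pH 7.5 buffer; luminescence output.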
ELG1 genotox – genotoxicity induction in ELG1-luciferase HEK293T cells; HEK293T ELG1-luciferase reporter, luminescence, 16 h; 330,000 compounds, 1.3% hits; Potency, µM (doses to about 46 µM), inactives show top-dose activity change, positive = activation, usual class: activators; also: % of control where 0% means no effect; nearly all actives have a fitted effect of over 60% in size
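16 hr compound incubation (37 °C, 5% CO2) of HEK293T cells carrying luciferase-tagged ELG1; luciferase then measured by ONE-Glo luminescence after 30 min at RT.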
MBNL1 CUG block – blocks human MBNL1 binding to CUG repeat RNA. Potency, µM (series often up to 57.5 µM), inactives show at the highest dose activity change, negative = inhibition, hits mostly inhibitors. AID 2675. 280,000 compounds, 0.036% hits. TR-FRET MBNL1-His/biotin-(CUG)12 binding, 665/545 ratio; active = well fitted inhibition curve with a large enough effect in the signal ratio, with a control signal flat, not every such curve was filed as active; inconclusive = small, poorly fitted or top-dose-only effect, or effect the other way, or a change in a side signal; inactive = no such curve, though single readings can be large or run the other way; the % refers to the signal ratio; also: % is scaled to controls: 0 for no effect and ±100 for the full control effect
Target sequence (Q9NR56 whole entry, looked up): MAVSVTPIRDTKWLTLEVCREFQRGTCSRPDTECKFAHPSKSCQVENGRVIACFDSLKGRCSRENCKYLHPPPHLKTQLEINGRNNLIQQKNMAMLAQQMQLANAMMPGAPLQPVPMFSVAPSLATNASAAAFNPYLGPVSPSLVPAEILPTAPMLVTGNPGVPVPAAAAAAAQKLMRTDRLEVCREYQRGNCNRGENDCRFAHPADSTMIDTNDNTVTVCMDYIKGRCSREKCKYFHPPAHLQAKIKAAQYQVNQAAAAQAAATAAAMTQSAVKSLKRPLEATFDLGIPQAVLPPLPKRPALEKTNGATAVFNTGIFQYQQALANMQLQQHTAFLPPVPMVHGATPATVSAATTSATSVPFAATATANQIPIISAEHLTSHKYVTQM
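MBNL1-His + Biotin-(CUG)12, cpd titration 92 nM–58 uM; Tb anti-His Ab 0.055 ng/ul, SA-XL665 5 nM (final); 60 min RT; ratiometric 665/545 nm, Ex 340 nm; normalized to buffer and full-complex controls.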
NPC1 promoter act – activators of NPC1 promoter. Huh7 NPC1 promoter luciferase reporter, 24 h. Potency, µM (top dose mostly 9.22 µM), for the others: top-dose activation, usual class: activators. 320,000 compounds, 2.4% hits. AID 485313;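 also: % of control where 0% means no effect; nearly all actives have a fitted effect of over 60% in size; reporter is driven by a mutant NPC1 promoter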
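Stably transfected Huh7 (NPC1 promoter→luciferase), 1500 cells/well in Opti-MEM + 10% FBS, 2 h settle, then compound 24 h at 37 °C. Luminescence after 10 min with Amplite reagent.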
Starred values were filed as active, the others as inactive; ? = inconclusive; nt = no result given; [ ] = dose if it differs, or a comment. Unless noted, calls follow the shape of the dose curve; as a rule, active = well fitted curve in the direction sought with a large enough effect; inconclusive = small, poorly fitted or top-dose-only effect, or another doubt; inactive = no such curve, though single readings can be large; an effect the other way counts as inactive or inconclusive. Potency is read from the fitted curve at half-maximal effect. Some of the compounds tested (hit frequency here may not be typical).

SMILES	p53 reactivation	RORg inh	BRCA1 expr act	CXXC DNA block	Rab9 prom act	VP16 counter	uPA surface inh	FLuc counter	ELG1 genotox	MBNL1 CUG block	NPC1 promoter act
COc1ccccc1N1CCN(CCCOc2ccc(F)cc2)CC1	-6.6%	-15.9%	-3.1%	-9.0%	-5.3%	-2.6%	-4.0%	-1.3%	-10.7%	-7.2%	0.4%
C/C(=N\OC(=O)c1ccc(C)cc1)c1sc(C)nc1C	-0.7%	-21.3%	-2.5%	6.9%	-2.2%	-8.7%	-6.2%	2.69µM*	0.0%	13.3%	-3.9%
CC(C)[C@H](NC(=O)c1ccc(F)cc1)C(=O)NC1=NCCS1	1.8%	0.0%	-2.4%	6.1%	16.6%	4.1%	2.5%	-5.3%	0.1%	nt	3.5%
CCOC(=O)CC1=C(C(=O)OCC)C(c2cccs2)C(C#N)=C(N)O1 (stereo not drawn)	nt	-17.3%	14.9%	-0.7%	nt	11.5%	-1.8%	0.0%	nt	0.7%	nt
CCOC(=O)c1nnn(-c2ccc([N+](=O)[O-])cc2[N+](=O)[O-])c1C	-3.6%	7.08µM*	-85.1%	-0.5%	-17.0%	?	8.91µM*	5.4%	0.3%	nt	-4.0%
O=C(COc1ccccc1F)Nc1ccccc1C(=O)NC1CC1	-0.9%	nt	-27.7%	nt	-2.3%	nt	2.3%	2.4%	-3.3%	nt	-1.2%
Cc1onc(-c2ccccc2)c1C(=O)Nc1ccon1	-8.5%	-1.7%	-1.9%	26.8%	11.1%	-2.7%	-1.6%	0.0%	-1.0%	0.6%	-1.9%
CC(/C=C/c1ccccc1F)=N\NC(=O)C(C)C	?	-19.9%	?	-2.7%	?	-20.7%	0.0%	?	15.3%	-2.6%[11.5 µM]	28.9%
Cc1n[nH]c(=S)n(/N=C/c2cccc([N+](=O)[O-])c2)c1=O	-3.1%	18.6%	0.0%	-5.7%	-2.8%	6.1%	-0.4%	0.4%	-0.5%	nt	1.6%
N/C(=N\N=C\c1cccs1)SC1CC(=O)N(c2ccc(Br)cc2)C1=O (stereo not drawn)	-2.3%	-13.0%	2.4%	22.9%	-2.2%	-12.7%	-0.3%	-15.3%	-1.1%	-1.7%	-5.9%
COc1ccc(CN2CCCC(CO)(Cc3ccc(F)cc3)C2)cc1C (stereo not drawn)	nt	-11.5%	2.2%	-0.2%	-3.5%	-16.7%	15.2%	0.5%	-9.3%	-4.9%	-0.1%
Cc1cc(C)cc(NC(=O)CSc2nc(N)c(NC(=O)c3cccs3)c(=O)[nH]2)c1	-0.9%	-8.1%	27.8%	67.8%[activator]	-2.6%	4.0%	-5.3%	-19.2%	0.4%	-9.7%	-8.6%
Cc1nn(C)c(Nc2ccc(Br)cc2)c1Br	-10.3%	?	-59.5%	-1.0%	-18.8%	11.2µM*	2.5%	6.4%	3.6%	-5.2%	-21.5%
O=C(Nc1cccc(C(=O)O)c1)/C(=C\c1ccco1)NC(=O)c1ccccc1Cl	-0.6%	-1.6%	0.8%	-0.8%	2.1%	-2.2%	5.4%	2.1%	2.0%	14.3%	3.7%
CC(C)c1ccc(CN(C(=O)C2COc3ccccc3O2)C2CCS(=O)(=O)C2)cc1 (stereo not drawn)	-4.8%	?	1.1%	1.1%	10.3%	-2.2%	-3.7%	-0.9%	-2.4%	-2.3%	-1.7%
O=C(c1cccc(Cl)c1)N1CCN(c2ccc(N3CCOCC3)nn2)CC1	-3.8%	nt	-5.3%	nt	-1.5%	nt	-12.5%	2.7%	2.7%	nt	-3.4%
Cc1ccc(C)c(C(C)NC(=O)c2ccncc2)c1 (stereo not drawn)	-9.5%	30.5%	-8.2%	2.4%	1.6%	-2.6%	3.2%	-1.5%	-6.0%	2.3%	2.2%
Cc1ccc(-c2cnc(NC(=O)c3cccc(Br)c3)s2)c(C)c1	6.5%	-14.2%	-34.3%	15.5%	-0.2%	-0.6%	1.6%	-2.2%	-2.0%	-2.4%	2.1%
O=C(O)c1nccnc1C(=O)Nc1ccc(Cl)cc1Cl	-0.3%	-10.3%	-3.6%	13.0%	4.9%	-1.7%	-6.4%	1.7%	0.5%	-2.3%	-1.0%
O=Cc1c(N2CCN(c3cccc(Cl)c3)CC2)nc2ccccn2c1=O	-6.7%	44.2%	-51.5%	-0.6%	-2.0%	7.0%[0.365 µM]	4.0%	1.9%	-15.9%	29.1%	-3.3%
CC(Sc1nnc(-c2ccccc2F)n1C1CC1)C(=O)NCc1ccco1 (stereo not drawn)	-2.2%	nt	9.0%	nt	-2.6%	nt	4.6%	4.6%	1.5%	nt	1.2%
O=C(c1ccco1)N1CCn2cccc2C1c1ccccc1 (stereo not drawn)	-1.8%	?	-22.3%	-5.8%	-1.7%	-5.9%	-6.8%	?	-1.5%	nt	-1.1%
COc1ccc(NC(=O)Cn2c(=O)n(-c3ccccc3)c(=O)c3sccc32)c(OC)c1	0.2%	-6.2%	7.1%	?	-1.9%	-7.1%	0.0%	-2.6%	12.6%	-1.3%	0.5%
CCN(CC(=O)Nc1ccc2c(c1)OC(F)(F)O2)Cc1nc2ccccc2c(=O)[nH]1	-5.7%	10µM*	-40.1%	-3.1%	-4.9%	?	3.3%	2.5%	-6.8%	0.0%	-0.7%
Cn1nc(-c2ccccc2)c(COC(=O)c2cccc(Cl)c2)c1S(=O)(=O)c1ccccc1	3.8%	6.7%	-0.9%	-0.6%	6.2%	-7.2%	-7.4%	3.1%	-3.5%	2.6%	-0.4%
O=C(CN1CCN(Cc2ccccc2)CC1)Nc1ccc(-n2cnnn2)cc1	-1.6%	13.4%	-22.7%	6.2%	21.7%	4.5%	0.1%	0.7%	0.9%	-5.6%	0.0%
O=C(CNCC1(N2CCOCC2)CCCCC1)Nc1ccc(Cl)cc1	-1.9%	8.2%	-4.4%	-2.0%	-0.8%	7.0%	4.0%	-1.0%	-2.1%	0.9%	0.2%
CCc1ccc(CNC(=O)CCCn2c(=O)c3cccn3c3cccnc32)cc1	-3.3%	-21.0%	-19.1%	18.2%	-1.2%	-14.0%	-2.8%	-0.3%	3.3%[9.26 µM]	-6.1%	1.0%
CCCC(=O)N1CC2(CCC)CN(C(=O)CCC)CC(CCC)(C1)C2=O	9.5%	-11.7%	-14.2%	-4.6%	-0.3%	-0.4%	7.6%	0.5%	-8.2%	-1.3%	-1.7%
Cn1c(=O)c2[nH]c(NCCCN3CCOCC3)nc2n(C)c1=O	-0.1%	-7.0%	-4.8%	-10.5%	17.8%	-2.7%	-0.1%	-0.1%	0.3%	-3.8%	0.2%
CCS(=O)(=O)c1ccc(O)c(NC(=O)/C=C/c2ccc(Cl)cc2)c1	-2.6%	14.8%	0.0%	-16.6%	-2.4%	-5.1%	-3.8%	?	-3.9%	?	0.0%
Cc1c[n+]([O-])ccc1Oc1ccc([N+](=O)[O-])cc1	7.8%	nt	13.7%	nt	0.1%	nt	2.0%	-1.6%	4.0%	nt	-2.6%
CCOc1cccc2cc(C(=O)N3CCc4ccccc4C3)c(=O)oc12	-1.5%	4.7%	1.0%	-5.6%	3.1%	7.9%	3.0%	2.8%	-6.9%	15.3%	-2.7%
N#CCN1CCC(c2cc(-c3ccco3)n[nH]2)CC1	10.5%	-19.2%	28.8%	16.1%	1.0%	3.1%	-2.6%	5.9%	0.2%	nt	-6.9%
COc1ccccc1N(CC(=O)NCc1ccccc1)C(=O)CCC(=O)Nc1cc(C)ccn1	-17.7%	?	-17.3%	-2.3%	-1.6%	-1.1%	3.3%	-1.0%	0.0%	?	-2.6%
Cc1cc(/C=C2/NC(=O)NC2=O)c(C)n1C	-5.8%	-27.2%	-22.3%	2.2%	-2.9%	-0.3%	3.0%	-5.3%	-0.1%	?	0.0%
O=C(Nn1c(-c2ccncc2)nc2ccccc2c1=O)c1ccc(Br)cc1	-0.6%	16.5%	-20.9%	-1.2%	-1.1%	1.2%	-2.3%	?	8.4%	-6.8%	-1.3%
O=C(CCCN1C(=O)/C(=C/c2cccs2)SC1=S)Nc1cc([N+](=O)[O-])ccc1O	3.6%	30.4%	3.5%	3.3%	0.1%	-7.0%	-8.2%	7.7%	-0.7%	7.0%	-6.4%
CC(c1cccs1)N(Cc1ccco1)C(=S)Nc1ccc(F)c(Cl)c1 (stereo not drawn)	0.3%	?	0.0%	1.4%	-2.5%	?	-0.9%	2.6%	-8.5%	-5.5%	-6.5%
CC1CCN(c2nc3c(c(=O)[nH]c(=O)n3C)n2CCSc2nc3ccccc3o2)CC1	8.2%	-2.3%	nt	2.2%	3.4%	-8.6%	nt	4.2%	-0.5%	-11.0%	-0.4%

Source: PubChem (National Center for Advancing Translational Sciences (NCATS))
